# Compound activity as filed in PubChem BioAssay.
# ERK EGF block – blocks ERK signaling stimulated by EGF; Potency, µM (series often up to 11.5 µM), for inactives: at the highest dose activity change, negative = inhibition, usual class: inhibitors; actives 0.41% (n = 130,000); HEK293-V1b, EGF-stimulated phospho-ERK AlphaScreen; active means well fitted inhibition curve with a large enough effect; inconclusive means small, poorly fitted or top-dose-only effect, or effect the other way;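 further: plate controls were stimulated vehicle wells for no effect and unstimulated vehicle basal for full effect; nearly all actives have a fitted effect of over 55% in size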
#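 After overnight plating in 1% FBS, HEK293-V1b cells received test compound for half an hour, then a 5 min pulse of EGF (25 nM); ERK phosphorylation in lysates was read by bead-based AlphaScreen.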
# * hit, by the source's call; ? = inconclusive; [ ] = another dose, or the depositor's remark. Potency means the concentration at half of the fitted maximal effect.
SMILES,ERK EGF block
Cc1ccc(/C=N/NC(=O)c2cccs2)s1,4%
COc1ccc(NC(=S)N2CCCC2)cc1OC,-2%
Cc1ccc(Cc2ccc(C(=O)NNC(N)=S)o2)cc1,2%
CC(=O)c1ccc(OCc2ncc(C(F)(F)F)cc2Cl)cc1,10%[57.5 µM]
NS(=O)(=O)c1ccc(NC(=S)NCc2ccco2)cc1,-7%
O=C(CC(c1ccccc1)c1cc(Cl)ccc1O)N1CCCC1 (stereo not drawn),1%[57.5 µM]
CN1C(C(=O)NCC2CC2)CC2Cn3c(nc4cc5ccccc5cc43)C21 (stereo not drawn),-19%[57.5 µM]
COc1ccc2cc(CO)c(Cl)nc2c1,-8%
COc1ccc(NC(=O)C(CC(=O)O)C(C)c2ccccc2)cc1 (stereo not drawn),34%
CC(=O)Nc1nnc(Cc2c[nH]c3ccccc23)s1,8%[57.5 µM]
COc1cc(CN2CCCC(CO)(Cc3cccc(Cl)c3)C2)cc2c1OCO2 (stereo not drawn),28%
CC(=O)C(C)=O,4%
N#Cc1cc(S(=O)(=O)c2ccc(F)cc2)c(N)[nH]c1=O,0%
Cc1cnc(CNC(=O)c2ccc(OC3CCN(C(=O)C4CC4)CC3)cc2)cn1,-8%
COc1ccc(/C=N/NC(=O)c2nonc2N)cc1OC,-6%[57.5 µM]
O=C(OCn1nnc2ccccc2c1=O)c1cc(-c2ccccc2Cl)nc2ccccc12,10%
CC(C)NC(=O)N1CC[C@@]2(CCCN(C(=O)c3cnccn3)C2)C1,-5%
CCc1ccc(-c2ccc(SCC(=O)Nc3nnc(C)s3)nn2)cc1,-7%
Clc1cc(Cl)c2nc(N3CCOCC3)sc2c1,-1%
CC(=O)/C=C(\C)Nc1ccccc1O,-7%[57.5 µM]
Cc1nn2c(-c3ccccn3)ccnc2c1Cl,-3%
CCC(C(=O)Nc1ccc(OC)c(Cl)c1)c1ccccc1 (stereo not drawn),6%
Fc1ccc(Nc2nc(-c3cccnc3)nc3ccccc23)cc1,27%
CC(=O)c1ccc(NC(=O)COC(=O)c2c3c(nc4ccccc24)/C(=C\c2cccs2)CCC3)cc1,16%
C/C=C(\C)C(=O)N1CC2(CC(c3cccc(NC(=O)COc4ccc(Cl)cc4)c3)=NO2)C[C@@H]1C(N)=O (stereo partly drawn),2%[57.5 µM]
O=C(COC(=O)CCCNC(=O)c1ccc(Cl)cc1)Nc1cc(Cl)ccc1Cl,3%
Cc1ccsc1C(=O)OCC(=O)NCc1ccco1,-15%
Cc1cccc(CNc2ncncc2-c2ccc3c(c2)OCO3)c1,35%
Cc1nc(-c2cccnc2)sc1C(=O)N/N=C/c1ccccc1Cl,-1%[57.5 µM]
COc1ccc(NC(=O)CC2SC(N)=NC2=O)c([N+](=O)[O-])c1 (stereo not drawn),0%
Cc1cc(C(=O)N/N=C/c2cc(N=Nc3ccccc3)ccc2O)n[nH]1,8%
CCOc1ccccc1NC(=O)Cn1c(=O)oc2ccccc21,-4%
O=C(Nn1c(C2CCCCC2)nc2ccccc2c1=O)c1cc(Cl)ccc1[N+](=O)[O-],-6%
C=CCn1c(C)cc(C2=NNC(=NCc3ccccc3)SC2)c1C,-6%
O=[N+]([O-])c1ccccc1/C=N\N1CCN(c2ccccc2)CC1,22µM*
Cc1nc2cc(F)ccc2n1C1CCN(C(=O)c2ccc(F)cc2F)CC1,?
O=C(N/N=C/c1ccco1)c1cccc([N+](=O)[O-])c1,3%
O=C(Cc1ccccc1)N/N=C/c1cccn1-c1ccc([N+](=O)[O-])cc1,4%
COc1ccc(OC)c(S(=O)(=O)N2CCC(C(=O)NCCC3=CCCCC3)CC2)c1,1%
CCOC(=O)Cc1csc(NC(=O)/C=C/c2ccc(Br)o2)n1,35µM*
COc1ccc(NS(=O)(=O)c2cc(NC(=O)CC(=O)c3ccc([N+](=O)[O-])cc3)ccc2C)cc1,?
Cc1ccc(SC(C)C(=O)NCCC2=CCCCC2)cc1 (stereo not drawn),-5%
COc1c(O)cc2c(c1O)C(=O)CC(c1ccccc1)O2 (stereo not drawn),-3%[57.5 µM]
Cc1ccc(-c2csc3ncn(CC#N)c(=O)c23)cc1,-13%
O=C(CNC(=O)c1cccc(Br)c1)N/N=C/c1cc(Br)cc(Br)c1O,?

# Exported bar-delimited: part of the list above.
structure | ERK EGF block
Cc1cc(C(=O)N/N=C/c2cc(N=Nc3ccccc3)ccc2O)n[nH]1 | 8%
CCOc1ccccc1NC(=O)Cn1c(=O)oc2ccccc21 | -4%
O=C(Nn1c(C2CCCCC2)nc2ccccc2c1=O)c1cc(Cl)ccc1[N+](=O)[O-] | -6%
C=CCn1c(C)cc(C2=NNC(=NCc3ccccc3)SC2)c1C | -6%
O=[N+]([O-])c1ccccc1/C=N\N1CCN(c2ccccc2)CC1 | 22µM*
Cc1nc2cc(F)ccc2n1C1CCN(C(=O)c2ccc(F)cc2F)CC1 | ?
O=C(N/N=C/c1ccco1)c1cccc([N+](=O)[O-])c1 | 3%

# Next section.
SMILES,ERK EGF block
Cc1ccc(NC(=O)COC(=O)/C=C/c2ccccc2)cc1S(=O)(=O)N1CCOCC1,1%
COc1ccc(/C=C2\SC(=NCc3ccccc3)NC2=O)cc1,12%
C/C(=N\Nc1nccnc1Cl)c1ccc(F)cc1,-10%
O=C(N/N=C/c1ccccn1)c1cc([N+](=O)[O-])cc([N+](=O)[O-])c1,1%
COc1cc(NC(=O)COC(=O)CSc2ccc3ccccc3c2)c(C)cc1[N+](=O)[O-],0%
O=C(c1cc2cc(Br)ccc2o1)N1CCCC1,-5%[57.5 µM]
C/C(=N\NC(=O)COc1cccc(Cl)c1)c1ccc2c(c1)OCCO2,-1%
O=C(Nn1c(SCc2ccc([N+](=O)[O-])cc2)nc2ccccc2c1=O)c1ccc(F)cc1,12%
Cc1cc(OCC(=O)NC(C)(C)C)ccc1Cl,1%
COC(C[C@@H]1O[C@@H]1C(=O)COCc1ccccc1)OC,0%[57.5 µM]
COC(=O)N1CCC2(CCN(C(=O)Nc3cccc(C#N)c3)CC2)CC1,1%
NS(=O)(=O)c1ccc(NC(=S)N2CCN(c3ccccc3)CC2)cc1,2%
O=C(CC1Sc2ccccc2NC1=O)NNC(=O)Nc1ccc(Cl)cc1 (stereo not drawn),2%[57.5 µM]
O=C(Oc1ccc(NC(=O)c2cc3c(cc2Br)OCO3)cc1)c1ccccc1,-6%[57.5 µM]
Cc1ccc(C2=CSC3=NNC4(CCCCC4)NN23)cc1,-1%
COc1ccccc1/C=C/C=N/N1CCN(Cc2ccccc2)CC1,?
CCN1C(=O)C(CC(=O)Nc2c(C)cccc2C)Nc2cc(S(=O)(=O)N(C)C)ccc21 (stereo not drawn),6%
CCOC(=O)C1(CCCc2ccccc2)CCN(C(=O)CN2C(=O)CSC2=O)CC1,-6%
Cc1ccn(-c2n[nH]c(C)c2[N+](=O)[O-])n1,3%
Cc1cccc(CNc2ncnc3ccc(-c4cccc(NS(C)(=O)=O)c4)cc23)c1,6.3µM*
COc1ccc(C(CNC(=O)c2oc3ccc(Br)cc3c2C)N2CCCCC2)cc1 (stereo not drawn),-1%
Cc1noc(C)c1COC(=O)COc1ccc(C#N)cc1,-4%
CCC1CCCCN1S(=O)(=O)c1ccc(S(=O)(=O)N(Cc2ccccn2)CC2CCCO2)cc1 (stereo not drawn),-4%
CN(C)c1ccc(C(=O)Nc2ccc(CN3CCS(=O)(=O)CC3)cc2)cc1,1%[57.5 µM]
Cc1ccccc1OCCCn1c(CO)nc2ccccc21,2%
Cn1c(=O)c([N+](=O)[O-])c(NCc2ccccc2Cl)c2ccccc21,-6%[57.5 µM]
Cc1ccc2c(c1)C(=C(C#N)C#N)C(=O)N2CCN1CCOCC1,0%[57.5 µM]
CN1c2ccccc2N(C)C1(C)c1cccc2ccccc12,?
O=C(NCc1cccnc1)c1ccc(COc2ccc(Cl)cc2Cl)o1,-5%
O=C1Cc2ccccc2C(=O)N1OCc1ccc(Cl)cc1Cl,8%
Cc1ccc(C(=O)NN2C(=O)/C(=C/c3cn(C)c4ccccc34)SC2=S)cc1,3%
COC(=O)C1C(c2ccc(OC)cc2)C(C(=O)OC)S(=O)(=O)C(CCN2CCCCC2)S1(=O)=O (stereo not drawn),?
COc1ccc(Nc2c3c(nc4c(-c5ccccc5)c(C)nn24)CCC3)cc1,?
Cc1ccccc1NC(=O)c1ccc(S(=O)(=O)C(F)F)cc1,4%
CN1/C(=C\C=C(/C#N)C(=O)Nc2ccccc2F)C(C)(C)c2ccccc21,6%
CC(C)c1ccccc1NC(=S)N1CCN(Cc2ccc3c(c2)OCO3)CC1,-10%
OCCC1CN(Cc2cc3c(cc2Cl)OCO3)CCN1C1CCCC1 (stereo not drawn),-7%
Cc1nn(CCOc2ccc(Br)cc2)c(C)c1[N+](=O)[O-],-9%
CCCn1c(C)nc2c(N(C)CCN(C)C)nc(C)nc21,5%
Cc1nn(C2CCS(=O)(=O)C2)c(C)c1C=O (stereo not drawn),8%
N#Cc1ccc2c(c1)N(CCCN1CCC(O)CC1)c1ccccc1S2,8%
CC(c1n[nH]c(=S)n1-c1ccc(F)cc1)N1CCCCC1 (stereo not drawn),-2%
Cc1ccc(NC(=O)CN(C)C(=O)Cn2ccsc2=N)cc1,-3%
O=C(O)Cc1ccc(Oc2ncc(C(F)(F)F)cc2Cl)cc1,-7%
O=C(CC1CCCCC1)NCc1ccco1,6%

# Exported with tabs: 2 of the compounds above
mol	ERK EGF block
CC(C)c1ccccc1NC(=S)N1CCN(Cc2ccc3c(c2)OCO3)CC1	-10%
Cc1ccc(C(=O)NN2C(=O)/C(=C/c3cn(C)c4ccccc34)SC2=S)cc1	3%

# (cont.)
SMILES,ERK EGF block
COc1ccc(-n2cc(CNC(C)c3ccncn3)c(-c3cccc(F)c3)n2)cc1 (stereo not drawn),-4%
CCCN1C(=O)SC(CC(=O)Nc2ccccc2C)C1=O (stereo not drawn),3%
CCOC(=O)c1c(NC(=O)CSC2=NN3CCCC(=O)N=C3S2)sc2c1CCCCC2,3%
O=C(CSCc1ccccc1Cl)N/N=C/c1ccco1,3%
COc1cc2c(cc1OC)CN(C(=O)c1sc(-c3cnccn3)nc1C)CC2,3%[57.5 µM]
CC(=O)Nc1ccc(S(=O)(=O)/N=C2\C(=O)c3ccccc3C([O-])=C2n2cc[n+](-c3ccccn3)c2)cc1,-8%[57.5 µM]
CCN(CC)c1ccc(C=NCCc2ccc(S(N)(=O)=O)cc2)cc1,0%
CCC(=O)Nc1cccc(NC(=S)NC(=O)c2cccs2)c1,10%
Cc1ccc(OCC(=O)N/N=C\c2ccc(-c3cccc(C(=O)O)c3)o2)c(C)c1,7%
COc1ccc(NC(=O)N2CC[C@@]3(CCCN(C(=O)c4cnccn4)C3)C2)cc1,-7%
Cc1ccc(-n2c(SCC(=O)NCCN3C(=O)CSC3=O)nnc2-c2ccccc2)cc1,9%
CSC(=NCc1ccc(F)cc1)NS(=O)(=O)c1cccs1,7%
O=C(CSc1nncs1)Nc1ccc(Cl)cn1,-2%
CC1(C)CC(=O)CC2(C1)NCC(c1ccccc1)c1c2[nH]c2ccccc12 (stereo not drawn),6%
CN1CC[C@@]23c4ccccc4N[C@H]1[C@]21CCN(C)[C@@H]3Nc2ccccc21,10%[25.7 µM]
Cc1cccc(Nc2nc(N)c([N+](=O)[O-])c(NCc3ccccc3)n2)c1,6%[57.5 µM]
COC(=O)CNC(=O)c1ccc(F)cc1,-3%[57.5 µM]
CCOC(=O)c1[nH]c(C)c(/C(O)=C2\C(=O)C(=O)N(CCCN3CCOCC3)C2c2cccs2)c1C (stereo not drawn),0%[57.5 µM]
Cc1ccc(NC(=O)Cn2nnc(-c3ccccc3-n3cnnn3)n2)c(C)c1,-4%
Cc1ccc(OCCNC(=O)Cc2ccc(F)cc2)cc1,-6%
COc1ccc2c(c1)c1nc3n(c(=O)c1n2CC(=O)Nc1cc(C)[nH]n1)CCS3,-4%
CCOc1ccccc1-c1nc(CN2CCCC2c2nccs2)c(C)o1 (stereo not drawn),-2%
CSc1nnc(C)c(=O)n1COC(=O)c1ccccc1,1%
CC1CN(c2ccc([N+](=O)[O-])cc2Cl)CCN1S(C)(=O)=O (stereo not drawn),-9%[57.5 µM]
COC(=O)c1ccc(S(=O)(=O)N2CCCN(Cc3ccc(F)cc3)CC2)n1C,8%[57.5 µM]
O=C(CC1C(=O)NCCN1C(=O)Nc1ccccc1)Nc1ccc(F)cc1 (stereo not drawn),-12%[57.5 µM]
Cn1cc(CNC(=O)C23CC4CC(CC(C4)C2)C3)cn1,14%
Cc1ccc(-n2ncc(Br)c(Br)c2=O)cc1,-11%
COc1cc2c(c(OC)c1OC)-c1c(cc3c(c1OC)OCO3)C[C@H](C)[C@@](C)(O)C2,-12%[57.5 µM]
Cc1cc(=O)n(C)c(=O)n1CCCCCCOc1ccc([N+](=O)[O-])cc1,0%

# Reformatted with tabs: entries from further up
Compound	ERK EGF block
Cc1cccc(Nc2nc(N)c([N+](=O)[O-])c(NCc3ccccc3)n2)c1	6%[57.5 µM]
Cc1ccc(-n2ncc(Br)c(Br)c2=O)cc1	-11%
CCOC(=O)c1[nH]c(C)c(/C(O)=C2\C(=O)C(=O)N(CCCN3CCOCC3)C2c2cccs2)c1C (stereo not drawn)	0%[57.5 µM]

# Following part.
SMILES,ERK EGF block
COc1ccc(CCNC(=O)CSc2nc(C)cs2)cc1,6%
O=C(O)c1oc2ccccc2c1CSCc1ccccc1,8%
COc1cc(C(=O)NC(=S)Nc2ccccc2[N+](=O)[O-])cc(OC)c1OC,?
O=C(Nc1cccc(S(=O)(=O)N2CCCC2)c1)c1cc(-c2ccccn2)nc2ccccc12,6%
O=C(O)c1ccc2c(c1)CCC2,-19%
CC1(C)CC2CC(C)(CN2C(=O)c2ccccc2)C1 (stereo not drawn),-5%
O=C(Nc1nnc(-c2cccnc2)o1)c1ccccc1Cl,-2%
O=C(Nc1ccc(F)cc1)Nc1ccccc1C(=O)NCCN1CCNC1=O,15%[57.5 µM]

# Some of the compounds tested (hit frequency here may not be typical).
